CHOP UPR activ: apoptotic UPR (CHOP) activation. CHO-CHOP luciferase reporter, luminescence; percent of tunicamycin response over DMSO baseline. activation, % at 10 µM. 330,000 tested, 0.34% active. AID 449763;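 active means at 10 µM dose, activation of 40% or more, normalized to positive control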;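 further: 100% = tunicamycin at 10 µg/mL and 0% = DMSO alone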
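Dosing – one dose, 10 µM in 0.5% DMSO · System – CHO-CHOP cells, stable luciferase reporter of PERK-eIF2a-CHOP signalling · Input – 500 cells/well · Control set – tunicamycin 10 µg/mL final as positive, DMSO-only wells as negative · Timing – 6 h compound treatment, 37 °C · Measure – % activation vs tunicamycin · Technique – luminescence read with Steady-Glo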
EBI2 block: EBI2 (human) antagonism; P32249; EBI2 beta-arrestin recruitment, luminescence, 7a,25-OHC stimulated; inhibition, % at 5 µM; 360,000 tested, 0.81% active; AID 651636; in the data active means inhibition above about 38%;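 further: enzyme fragment complementation signal reports receptor beta-arrestin coupling in cells; 0% = agonist plus DMSO wells and 100% = wells without agonist; some results beyond the cut were filed as inactive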
Jurkat NFkB inh: lowers PMA/ionomycin-induced NF-kB signal in Jurkat cells; 330,000 tested, 0.53% active; PMA/ionomycin-induced NF-kB luciferase reporter, luminescence; inhibition, % at 4 µM; in the data active means inhibition above about 50%
UPR XBP1 act: adaptive UPR (XBP1) activation | activation, % at 20 µM | CHO-XBP1 luciferase reporter, IRE1-XBP1 UPR activation, luminescence; percent of tunicamycin response, DMSO as zero | 330,000 tested, 0.33% active | AID 463104;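 active means versus positive control, 20 µM dose yields 30% or more activation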;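 further: 100% = tunicamycin at 10 µg/mL and 0% = DMSO only wells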
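Material – CHO cell line with stable XBP1 luciferase reporter · Buffer or medium – F12 plus 10% FBS · Compound – single point, 20 µM final compound, 1% DMSO · Schedule – 16-18 h cell attachment at 37 °C, then 6 h compound exposure · Signal – Steady-Glo luminescence read · Benchmarks – high control tunicamycin 10 µg/mL final, low control DMSO vehicle only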
CXCR6 inh: inhibitors of human CXCR6 receptor | CHO-K1 PathHunter CXCR6 beta-arrestin, luminescence | inhibition, % at 20 µM | 360,000 tested, 0.36% active | AID 602244; in the data active means inhibition above about 34%, passing the limit was not always enough;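 further: antagonist mode with CXCL16 agonist at 10 nM final; 0% = 10 nM CXCL16 with DMSO and 100% = unstimulated wells without agonist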
Mdm2 MdmX PPI: disrupts the human Mdm2-MdmX interaction. O15151+Q00987. SaOS-2 split-luciferase Mdm2/MdmX complementation, luminescence. inhibition, % at 8 µM. 330,000 tested, 3% active;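 active means inhibition of at least 50% at 8 µM in the primary screen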
Target sequence (O15151 whole entry, looked up): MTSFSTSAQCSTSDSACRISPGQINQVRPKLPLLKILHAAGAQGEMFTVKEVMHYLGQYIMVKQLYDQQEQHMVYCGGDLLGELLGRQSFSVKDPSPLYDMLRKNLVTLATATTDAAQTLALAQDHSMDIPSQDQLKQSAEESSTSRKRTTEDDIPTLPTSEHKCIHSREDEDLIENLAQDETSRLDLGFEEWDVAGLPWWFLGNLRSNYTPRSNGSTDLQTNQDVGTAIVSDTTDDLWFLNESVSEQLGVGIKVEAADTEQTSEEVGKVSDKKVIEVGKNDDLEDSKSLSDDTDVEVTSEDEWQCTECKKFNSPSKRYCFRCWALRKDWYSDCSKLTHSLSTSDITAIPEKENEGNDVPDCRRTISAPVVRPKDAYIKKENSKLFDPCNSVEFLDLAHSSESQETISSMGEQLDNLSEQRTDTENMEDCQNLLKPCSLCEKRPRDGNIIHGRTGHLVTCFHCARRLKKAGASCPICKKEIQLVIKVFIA
Target sequence (Q00987 whole entry, looked up): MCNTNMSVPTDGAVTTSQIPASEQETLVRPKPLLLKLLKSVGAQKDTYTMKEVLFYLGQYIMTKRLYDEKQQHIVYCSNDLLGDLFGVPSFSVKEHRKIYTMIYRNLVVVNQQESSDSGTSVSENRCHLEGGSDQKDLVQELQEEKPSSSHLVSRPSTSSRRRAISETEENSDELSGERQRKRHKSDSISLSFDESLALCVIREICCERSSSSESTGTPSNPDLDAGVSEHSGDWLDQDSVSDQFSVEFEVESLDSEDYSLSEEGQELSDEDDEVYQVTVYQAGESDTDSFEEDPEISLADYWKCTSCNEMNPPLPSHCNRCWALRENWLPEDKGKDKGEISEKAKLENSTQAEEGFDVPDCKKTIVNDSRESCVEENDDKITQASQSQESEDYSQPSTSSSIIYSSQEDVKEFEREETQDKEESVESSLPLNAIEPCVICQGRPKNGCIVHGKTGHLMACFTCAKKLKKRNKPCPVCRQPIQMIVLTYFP
CCR6 antag: antagonists of human CCR6 receptor; P51684; inhibition, % at 20 µM; CHO-K1 CCR6 PathHunter beta-arrestin, luminescence, CCL20-stimulated; 340,000 tested, 0.49% active;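 active means compounds whose inhibition of the agonist-driven luminescence signal at 20 µM reaches about 50%, limit read from the data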;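 further: cells stimulated with CCL20 at 14 nM final; plate controls were DMSO with CCL20 for no effect and DMSO without agonist for full effect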
Gli-Sufu block: Gli-Sufu pathway antagonism; 340,000 tested, 0.74% active; inhibition, % at 5 µM; Sufu-KO-LIGHT fibroblasts, Gli luciferase reporter luminescence;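 active means inhibition above about 55%, limit read from the data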;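 further: 0% = DMSO-treated cells and 100% = wells with medium but no cells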
697 NFkB inh: lowers PMA/ionomycin-induced NF-kB signal in 697 B cells; 697 B-cell NF-kB luciferase reporter, 16 h; inhibition, % at 4 µM; 330,000 tested, 0.33% active; AID 435022; in the data active means inhibition above about 35%
* hit, by the source's call; · = no result given.

SMILES	CHOP UPR activ	EBI2 block	Jurkat NFkB inh	UPR XBP1 act	CXCR6 inh	Mdm2 MdmX PPI	CCR6 antag	Gli-Sufu block	697 NFkB inh
COc1ccc(NC(=O)c2ccccc2NC(=O)CSc2ccc(Cl)cc2)cc1	2.3	10	-22	35*	-2	84*	-2	11	-50
Cn1c(=O)c(=O)n(C)c2cc(S(=O)(=O)N3CCN(C4CCCCC4)CC3)ccc21	-0.4	1	-8	-1	-3	4	-4	5	2
Cc1ccc(N(C(=O)CNC(=O)c2ccco2)C(C(=O)NCC2CCCO2)c2ccccc2)c(C)c1 (configuration not stated)	-1.0	1	3	-2	8	-18	-2	-20	19
CC(=O)c1c(C)[nH]c(C(=O)OCc2cc(-c3ccco3)on2)c1C	0.4	-5	3	-3	2	32	8	14	-8
Cc1onc(-c2c(F)cccc2Cl)c1C(=O)NCc1ccc2c(c1)OCO2	0.4	1	-12	-1	6	18	12	-9	10
CN(Cc1nc(-c2ccccc2)no1)C(=O)c1ccco1	1.2	9	-8	8	-5	15	2	-21	-1
CCN(c1ccccc1)S(=O)(=O)c1ccc(C(=O)Nc2ccccn2)cc1	1.1	2	-28	-2	-5	-3	6	-15	-27
N#CC1=C(N)Oc2n[nH]c(-c3cccs3)c2C1c1cccs1 (configuration not stated)	2.3	-34	-4	-2	1	34	3	13	15
O=C(O)c1cc(N2C(=O)C3C4C=CC(C4)C3C2=O)ccc1NCc1cccnc1 (configuration not stated)	-1.3	-11	14	2	-6	-9	-4	3	10
Cc1cccc(C)c1NC1=C(Cl)C(=O)OC1OC(=O)c1ccccc1 (configuration not stated)	1.2	-2	-15	-4	-6	20	10	-7	-5
CS(=O)(=O)c1[nH]nc(-c2ccccc2)c1C#N	-1.2	6	-10	1	2	16	7	1	14
CC1(C)Cc2c(cnn2-c2ccccc2)C(NC(=O)CCCn2cncn2)C1 (configuration not stated)	4.0	5	-14	-7	-2	11	10	-4	12
CN1CCC(OC(=O)COc2ccc(C(C)(C)C)cc2)CC1	-0.1	-8	-3	-1	10	-14	-8	-4	-8
CCCCn1c(CNC(=O)CC)nc2ccccc21	1.8	-9	5	-1	-4	23	11	0	-2
CC(=O)NCCOc1nc(N2CCCCC2)nc(N2CCCCC2)n1	1.1	-6	-1	-1	-2	10	-3	27	8
CN(C1CCS(=O)(=O)C1)S(=O)(=O)c1ccc(N2CCCC2=O)cc1 (configuration not stated)	-1.2	3	0	-1	2	-20	-4	-4	-6
O=C(C1CCC1)N1CCc2cc(S(=O)(=O)NCc3ccco3)ccc21	3.2	12	7	-1	-11	-7	0	3	-4
COC(=O)Nc1nnc(/C=C/c2ccccc2)s1	5.8	7	-7	7	-3	-3	5	-28	-31
OC1(C#CCCN2CCCCC2)c2ccccc2-c2ccccc21	-1.1	-1	-12	3	-1	18	8	6	-9
O=C(CSc1nc(C2CC2)nc2ccccc12)N1CCc2ccccc2C1	0.5	·	3	-1	·	38	·	·	-3
O=C(NC(Cc1ccccc1)C(=O)O)/C(=C\c1ccco1)NC(=O)c1ccccc1 (configuration not stated)	-0.2	1	-2	-1	8	-17	9	2	12
O=C1Cc2cc(S(=O)(=O)NCc3ccccc3Cl)cc3c2N1CCC3	0.8	8	-2	-6	-7	23	1	5	12
O=C(CN1CCCCC1)N/N=C/c1ccccc1Br	0.3	-6	4	-4	10	-6	4	10	-18
O=Cc1c(NCCc2cccc(F)c2)c2ccccc2[nH]c1=O	-0.2	26	-3	-4	-7	12	0	-25	-14
CC(C)(C)CC(=O)Nc1nnc(SCC(=O)Nc2ccccc2F)s1	-1.9	6	1	-4	5	-26	12	-1	-2
COc1ccc(N(CC(=O)NCc2ccc(F)cc2)C(=O)c2snc(C(N)=O)c2N)cc1	-1.7	9	7	-4	-9	-3	21	15	-15
NNC(=O)c1ccccc1CO	-0.8	·	-3	-4	·	-17	2	1	-37
Cn1c(SCC(=O)c2ccccc2)nnc1-c1ccncc1	-0.9	9	-14	-2	-1	1	-15	-20	-9
CC(=O)N1CCCC1C(=O)O (configuration not stated)	·	-2	·	·	3	·	1	-29	·
CC/C=C/C(=O)N1CC2(CC(c3cccc(NC(=O)c4ccccc4)c3)=NO2)C[C@@H]1C(N)=O (some centres not stated)	-0.8	-17	12	-1	-7	10	4	-20	4

Exported bar-delimited: entries from further up.
Compound | CHOP UPR activ | EBI2 block | Jurkat NFkB inh | UPR XBP1 act | CXCR6 inh | Mdm2 MdmX PPI | CCR6 antag | Gli-Sufu block | 697 NFkB inh
NNC(=O)c1ccccc1CO | -0.8 | · | -3 | -4 | · | -17 | 2 | 1 | -37
Cn1c(SCC(=O)c2ccccc2)nnc1-c1ccncc1 | -0.9 | 9 | -14 | -2 | -1 | 1 | -15 | -20 | -9
CC(=O)N1CCCC1C(=O)O (configuration not stated) | · | -2 | · | · | 3 | · | 1 | -29 | ·

Next part.
SMILES	CHOP UPR activ	EBI2 block	Jurkat NFkB inh	UPR XBP1 act	CXCR6 inh	Mdm2 MdmX PPI	CCR6 antag	Gli-Sufu block	697 NFkB inh
O=C1CC(N2CCN(c3ccccc3F)CC2)C(=O)N1c1ccc2c(c1)OCCO2 (configuration not stated)	-0.4	-8	2	1	6	27	-5	8	-20
CCCNc1nc(C)cc(-c2cc(C(=O)Nc3ccccc3)on2)n1	-0.8	4	-8	3	-4	-1	2	-3	-10
CC(C)N(C(=O)CSc1nnc(-c2cc3ccccc3cc2O)n1Cc1ccco1)C(C)C	1.5	-4	3	1	15	16	21	3	-10
Cc1oc(-c2ccccc2F)nc1CS(=O)CC(=O)NCc1cccs1 (configuration not stated)	-1.2	0	15	-3	-6	25	-4	-3	-5
CCOC(=O)Nc1c(Cl)[nH]c(=O)n(C)c1=O	·	8	·	·	-5	·	4	4	·
CC(C)C(c1nnnn1Cc1cccs1)N1CCN(C(=O)c2ccco2)CC1 (configuration not stated)	0.9	-11	15	1	1	15	-1	10	23
CC1=C(C(=O)OCCBr)C(c2cccc3ccccc23)NC(=O)N1 (configuration not stated)	3.5	-10	13	-2	3	0	5	-25	2
Cc1cccc(OCc2nnc(SCC(=O)c3ccccc3)o2)c1	4.6	-10	-13	1	-5	-9	13	-13	34
COCCSc1nnc(NS(=O)(=O)c2ccc(F)cc2)s1	3.5	-2	-17	-3	-7	-3	3	-1	-20
Cc1nc(SCC(=O)NC(=O)NC(C)(C)C)nc(C)c1C	2.7	-15	2	1	-4	3	-2	-8	11
CCCCNC(=S)N(CCCN(C)C)Cc1cc2cc3c(cc2[nH]c1=O)OCO3	0.6	-1	-16	-5	-2	20	10	7	-20
CCN(CC)C(=O)CSc1ncnc2c(-c3ccc(OC)cc3)nsc12	2.1	·	-22	0	·	-16	·	·	-14
Brc1ccc(Nc2nc(-c3cccnc3)cs2)cc1	5.7	28	-99	6	5	-125	1	-52	-61
O=C(CN1C(=O)CC(c2ccccc2)Sc2ccccc21)NCC1CCCO1 (configuration not stated)	-1.1	-11	-8	2	-1	12	3	-8	4
NC(=O)C1(NC(=O)[C@@H]2CC3(CC(c4cccc(NC(=O)[C@@H]5CCC(=O)N5)c4)=NO3)CN2C(=O)Cc2ccc(C(F)(F)F)cc2)CC1 (some centres not stated)	-2.4	-8	-5	-2	3	-5	0	-1	16
Cc1ccc(NC(=O)OCc2cn(-c3ccc(Cl)cc3)nn2)cc1	2.2	-3	15	4	-12	10	2	-20	14
Cc1ccc(C(=O)O)cc1NC(=S)NC(=O)Cc1ccccc1	-1.5	-9	-4	1	-2	11	11	-21	8
COc1ccc(CNC(=O)CSc2nnc3c(n2)[nH]c2ccc(OC)cc23)cc1	1.4	0	11	3	15	-21	-3	-2	2
CN(C)CC(C)(C)CNC(=O)C1CCN(Cc2ccccc2O)CC1	-0.7	0	-5	-3	-10	-11	-4	9	2
O=C(NCC(c1cccnc1)N1CCN(c2ccccc2F)CC1)OCc1ccccc1 (configuration not stated)	-1.4	5	-18	-1	0	-10	11	4	-82
COc1ccc(/C=C/C(=O)NC2CC3CCC2C3)cc1 (configuration not stated)	5.5	41	-35	-2	1	-14	3	-20	-5
CC(=O)/C(=C/N(C)C)C(=O)Nc1ccc(Cl)cc1Cl	0.7	2	-2	2	-1	4	6	-7	-27
O=C1C(=O)N(Cc2ccco2)C(c2cccc(Cl)c2)/C1=C(\O)c1ccc2c(c1)OCCO2 (configuration not stated)	1.4	13	-42	5	-5	8	-15	7	-66
O=C(CSc1ccc(-c2ccccn2)nn1)NCc1ccc(Cl)cc1	0.4	0	10	0	-15	-4	17	-21	16
CCN(CC)c1ccc(-n2cc3c(=O)n(C)c(=O)n(C)c3c2)cc1	0.9	8	-17	9	0	36	7	-24	-23
CCC1CCC2(CC1)NC(=O)N(CC(=O)c1c(C)[nH]c3ccccc13)C2=O (configuration not stated)	2.4	-1	-14	-3	4	14	0	4	-27
Cc1ccc(C)c(C(=O)OCC(=O)N(C)c2ccccc2)c1	-1.6	7	-8	0	-5	-22	8	-10	-23
O=C(CCc1nc2ccccc2c(=O)[nH]1)Nc1nc(-c2cccs2)cs1	2.6	8	-2	1	-8	24	-6	-3	4
CC1CC(C)CN(S(=O)(=O)c2cc3c4c(c2)CCC(=O)N4CCC3)C1 (configuration not stated)	-1.7	11	17	-1	6	2	8	6	8
CCOC(=O)N1CCN(C(c2ccc(Cl)cc2)c2sc3nc(C)nn3c2O)CC1 (configuration not stated)	-1.3	-2	-6	-2	1	10	0	4	15
CCS(=O)(=O)C1=NN2C(=N)/C(=C\c3ccc(OC(=O)c4ccco4)cc3)C(=O)N=C2S1	-0.4	0	-4	-3	4	11	10	-24	15
CN1/C(=C\C(=O)COC(=O)C2COc3ccccc3O2)C(C)(C)c2ccccc21 (configuration not stated)	1.1	-8	-4	-2	-10	-2	8	3	-15
O=C(CCCCn1c(=O)[nH]c2ccsc2c1=O)NCc1ccc2c(c1)OCO2	-0.9	-7	0	-2	10	10	2	-3	12
CC(=O)Nc1c(OC(C)=O)ccc2c(C)cc(=O)oc12	1.2	-2	-7	0	1	-11	-2	2	0
CCOc1ccccc1-n1c(=S)sc2c(=O)n(-c3ccccc3)c(=S)[nH]c21	-0.6	-9	-20	-1	8	-9	9	6	-16
CCS(=O)(=O)N1N=C(c2cccs2)CC1c1cc2cc(C)ccc2nc1Cl (configuration not stated)	2.7	18	-28	-1	3	-60	12	-1	-28
CC1(C)N=C(N)N=C(N)N1c1cccc(CN)c1	1.3	-5	-8	-2	12	-5	0	-8	-13
Cc1ccc(NS(=O)(=O)c2c(C)[nH]c(C)c2C(=O)N2CCCC2)cc1	-0.3	-8	-2	-4	9	9	6	18	20
S=C(NC1CCCCC1)NC1CC2C=CC1C2 (configuration not stated)	-1.0	-12	-1	3	-2	4	8	-3	-21
C=CCNC(=O)C(=O)Nc1cc2c3c(c1)CCC(=O)N3CCC2	0.6	-2	-3	3	6	6	2	5	-25

Molecules shown so far with a cyano group:
SMILES	CHOP UPR activ	EBI2 block	Jurkat NFkB inh	UPR XBP1 act	CXCR6 inh	Mdm2 MdmX PPI	CCR6 antag	Gli-Sufu block	697 NFkB inh
N#CC1=C(N)Oc2n[nH]c(-c3cccs3)c2C1c1cccs1 (configuration not stated)	2.3	-34	-4	-2	1	34	3	13	15
CS(=O)(=O)c1[nH]nc(-c2ccccc2)c1C#N	-1.2	6	-10	1	2	16	7	1	14

From PubChem
